KLF5 inh: kruppel-like factor 5 inhibition; DLD-1 KLF5 promoter-luciferase reporter, luminescence; inhibition, % at 5 µM; hit rate 0.23% among 290,000; AID 1700;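 active means inhibition above a per-plate limit of that plate's mean compound inhibition plus 3 SD, cut at about 60% in these data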;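 further: 0% = DMSO wells and 100% = LY294002 at 200 µM; higher means less KLF5 promoter-driven luciferase light; inactives centre near -14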
PolyA inhibitor: inhibitors of polyadenylation in S. cerevisiae; S. cerevisiae SKY197-pL101 polyadenylation reporter, beta-gal luminescence; efflux-impaired pdr1/pdr3 knockout yeast; score 100 = 6 SD above DMSO; calls only at 12 µM; hit rate 0.02% among 300,000;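 active means lowest replicate activity score at least 50, where 100 means six control SD above control mean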;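 further: yeast exposed to compound for 9 h at 30 °C; higher score means more reporter readthrough which indicates perturbed polyadenylation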
IEC-6 cytotox: counter-screen for KLF5 inhibitors: cytotoxicity in IEC-6 cells. IEC-6 cytotoxicity, luminescence viability. inhibition, % at 5 µM. hit rate 0.78% among 290,000; in the data active means inhibition above about 22%;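 further: 0% = plate median of test compound wells and 100% = cytotoxic reference compound wells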
GSK3beta inhib: blocks human GSK3beta kinase activity. P49841. GST-GSK3beta kinase, ADP-Glo luminescence, 60 min; active compounds read low. activity score (negative = inhibition), % at 10 µM. hit rate 0.038% among 300,000;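 active means more than half of replicate wells score below -50%, meaning over 50% inhibition versus plate controls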;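 further: 0% = median DMSO wells and -100% = median GW8510 positive control wells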
Target sequence (P49841 whole entry, looked up): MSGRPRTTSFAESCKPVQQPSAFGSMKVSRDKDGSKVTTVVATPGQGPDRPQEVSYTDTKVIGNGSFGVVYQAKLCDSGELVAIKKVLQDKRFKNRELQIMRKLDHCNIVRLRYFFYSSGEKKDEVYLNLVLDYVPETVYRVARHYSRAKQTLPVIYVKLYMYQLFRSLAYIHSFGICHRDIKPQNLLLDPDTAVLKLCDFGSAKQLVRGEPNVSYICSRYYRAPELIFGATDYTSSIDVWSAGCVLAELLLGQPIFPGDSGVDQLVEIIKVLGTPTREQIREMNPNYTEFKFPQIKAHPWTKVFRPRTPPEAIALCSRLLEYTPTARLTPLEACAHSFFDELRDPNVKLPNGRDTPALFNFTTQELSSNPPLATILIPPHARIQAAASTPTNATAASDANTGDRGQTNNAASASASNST
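Assay system: GST-fused GSK3beta enzyme, cell-free / Medium: Tris pH 7.5 buffer with MgCl2, DTT, BSA, heparin / Also added: peptide substrate plus 25 µM ATP (final) / Compound: 10 µM single point / Timing: kinase reaction with compound 60 min at room temperature / Detection: ADP-Glo luminescence / Benchmarks: DMSO neutral wells and GW8510 at 20 µM as positive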
AI-2 QS mod: Vibrio harveyi AI-2 quorum sensing modulation; Vibrio harveyi JMH597 AI-2 luminescence/OD600 ratio, 9 h; active compounds read low; strain lacks LuxN and CqsS sensors; 0 = neutral-control median; activity change, % at 7.5 µM; hit rate 0.4% among 300,000; in the data active means activity change below about -75%, passing the limit was not always enough;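 further: luminescence divided by OD600 gain over 9 h not by final OD600 alone; inactives centre near 13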
HSP90 inh: HSP90 refolding inhibition in rabbit reticulocyte lysate; hit rate 0.91% among 290,000; inhibition, % at 5.6 µM; luciferase refolding luminescence, 3 h;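 active means inhibition above the screen-wide mean plus 3 SD, computed separately per campaign, cut at about 16% in these data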;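 further: 0% = DMSO wells and 100% = 60 µM geldanamycin wells; inhibitors lower the luminescence because luciferase stays unfolded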
HSF-1 act: increases HSF-1 driven luciferase reporter signal. NIH3T3-HGL HSF-1 luciferase reporter, MG132, 8 h; 100% = twice DMSO control signal. activation, % at 9 µM. hit rate 1.7% among 300,000. AID 504408;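 active means mean replicate activation of at least 50% with a set share of replicates each reaching 50%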;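 further: 0% = median of the neutral control wells and 100% = twice that signal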
HSF1 inh: HSF1 inhibition. hit rate 0.77% among 300,000. activity change, negative = inhibition, % at 7.5 µM (by protocol). NIH3T3-HGL HSE-luciferase, MG132-induced, luminescence 8 h; active compounds read low;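 active means more than half of replicate wells show activity change below -50%, luminescence cut by over half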;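 further: luciferase reports HSF-1 transcriptional activity via heat shock element; 0% = median of DMSO wells and -100% = zero luminescence signal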
aSyn UTR inh: MLPCN primary screen, SNCA 5' untranslated region; alpha-synuclein 5'UTR reporter, inhibitor activity; inhibition, % (tested at 7.5 µM); hit rate 0.82% among 300,000; AID 1813; in the data active means inhibition above about 60%;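 further: H4 neuroglioblastoma cells stably carrying SNCA 5'UTR luciferase fusion; 0% = DMSO wells and 100% = positive control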
GSK3 alpha inh: inhibitors of human GSK-3 alpha kinase. P49840. ADP-Glo luminescence, 60 min. inhibition, % at 10 µM. hit rate 0.1% among 320,000. AID 2650;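 in the data active means inhibition above about 50%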;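 further: GST-tagged GSK-3 alpha with peptide substrate and 25 µM ATP; 0% = DMSO neutral wells and 100% = GW8510 positive control wells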
Target sequence (P49840 whole entry, looked up): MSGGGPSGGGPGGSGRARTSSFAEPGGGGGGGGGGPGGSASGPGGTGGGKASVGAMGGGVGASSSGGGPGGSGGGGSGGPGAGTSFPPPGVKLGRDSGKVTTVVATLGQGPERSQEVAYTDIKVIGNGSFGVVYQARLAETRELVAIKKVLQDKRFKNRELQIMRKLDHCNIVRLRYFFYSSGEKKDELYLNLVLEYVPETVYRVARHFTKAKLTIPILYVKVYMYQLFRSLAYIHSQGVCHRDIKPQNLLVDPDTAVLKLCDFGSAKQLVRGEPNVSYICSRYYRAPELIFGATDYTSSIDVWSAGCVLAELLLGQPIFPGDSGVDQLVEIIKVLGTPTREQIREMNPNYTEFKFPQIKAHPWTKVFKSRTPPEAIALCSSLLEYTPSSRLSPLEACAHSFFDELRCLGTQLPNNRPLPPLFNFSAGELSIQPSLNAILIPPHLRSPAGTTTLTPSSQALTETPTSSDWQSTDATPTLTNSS
Active calls of the source: *; i = inactive; nt = not tested or not shown. This is a subset (hit frequency here may not be typical).

SMILES	KLF5 inh	PolyA inhibitor	IEC-6 cytotox	GSK3beta inhib	AI-2 QS mod	HSP90 inh	HSF-1 act	HSF1 inh	aSyn UTR inh	GSK3 alpha inh
CCOc1ccc(S(=O)(=O)N2CCCC(C(=O)NCC3CCCO3)C2)cc1Cl (stereo unspecified)	nt	i	nt	-1	7	nt	-7	0	14	0
O=C(c1ccc2c(c1)OCCCO2)N1CCCCC1	-16	i	-1	1	20	-1	26	3	-39	1
CCn1c(=NC(=O)CN2C(=O)CCC2=O)sc2c(OC)ccc(OC)c21	-17	i	-3	-2	37	-1	12	-2	-5	-1
Cc1cccc(C2NC(=O)c3ccccc3O2)c1 (stereo unspecified)	-31	i	1	0	6	-2	20	6	-3	-1
Cc1nc(N2CCCC2C(=O)O)c2oc3ccccc3c2n1 (stereo unspecified)	-22	i	10	2	21	2	-6	-7	16	nt
Cc1ccc(C)c(NS(=O)(=O)c2ccc(NC(=O)CSc3ccc(Cl)cc3)cc2)c1	-24	i	-2	1	38	-1	15	13	10	-2
NC(=O)CSc1nc(-c2ccccc2)c(-c2ccccc2)o1	-22	i	-5	0	14	1	17	-6	21	-1
COc1ccc(CN(CC2CCC(C(=O)O)CC2)C(=S)Nc2cccc(C)c2)cc1 (stereo unspecified)	0	i	-2	1	11	-2	-1	-2	-6	-1
COc1ccc(-c2nc(S(=O)(=O)c3ccc(C)cc3)c(N3CCCC3)o2)cc1	-23	i	-1	-1	21	-2	-3	-9	3	-3
Cc1oc(-c2ccc(Cl)cc2)nc1CS(=O)CC(=O)NCc1ccccn1 (stereo unspecified)	-33	i	-2	2	17	3	-3	-5	-11	0
O=C(Nc1ccccc1CC[N+](=O)[O-])N1CCN(c2ccccc2)CC1	-23	i	2	1	16	-1	6	0	34	1
CC1(OC(=O)CCc2ccccc2)C(=O)C=C2C=C(c3ccc(C#N)cc3)N(CCc3ccccn3)C=C2C1=O (stereo unspecified)	nt	i	nt	-2	19	nt	-85	-80*	7	0
CCOC(=O)c1ccc(NC(=S)N2CCSC2c2c(F)cc(F)cc2F)cc1 (stereo unspecified)	-16	i	2	2	20	0	-31	-30	4	-6
COc1ccccc1-n1c(C)c2c(OC)cccc(=O)c2c1C	-28	i	4	-1	-2	1	38	11	-4	1
COC(=O)c1ccc([C@H]2C=C(C(=O)O)O[C@@H](OCc3ccc(CO)cc3)C2)cc1	nt	i	nt	3	19	nt	1	1	-13	-4
Cn1c(C(C#N)C(=O)Cc2cccc3ccccc23)nc2ccccc21 (stereo unspecified)	-25	i	-9	2	11	-1	-1	-15	9	-2
Cc1cc(C)nc(NC(N)=NC2CCCCC2)n1	13	i	2	-2	16	-1	3	12	-12	-1
COc1ccc(S(=O)(=O)N2CCN(C(=O)c3cc(-c4ccc(C)cc4)n[nH]3)CC2)cc1	-5	i	-4	2	11	-4	18	5	6	8
COc1ccccc1Cc1noc(COc2cccc(C)c2C)n1	-13	i	-1	-4	4	4	-7	-5	-31	-1
CCCCC(=O)Nc1ccc(C(=O)NNC(=O)c2ccco2)cc1	-17	i	1	-1	12	-1	17	-3	-6	-1
Cc1ccccc1OCC(=O)Nc1nc2ccccc2[nH]1	-104	i	0	-2	-2	4	-3	-1	-111	-1
Cc1ccc(C(=O)N/C(=C\c2cccs2)C(=O)NCCc2ccccn2)cc1C	-6	i	-2	2	7	2	5	4	10	2
Cn1cccc1CC(=O)NNC(=S)Nc1ccc(F)cc1	-14	i	1	1	15	-1	-1	2	-5	0
O=C(Cc1c(F)cccc1Cl)N1CCCC1	-44	i	4	-6	-6	2	-2	-1	15	-2
CC(C)=NNc1nc2c(c(=O)n(C)c(=O)n2C)n1C	-6	i	8	2	4	1	-4	-3	-16	-2

Other results.
SMILES	KLF5 inh	PolyA inhibitor	IEC-6 cytotox	GSK3beta inhib	AI-2 QS mod	HSP90 inh	HSF-1 act	HSF1 inh	aSyn UTR inh	GSK3 alpha inh
CCCN1C(=O)c2ccccc2NC1c1cc(OC)c(OC)c(OC)c1 (stereo unspecified)	-23	i	-3	-2	-2	0	-1	-5	34	-1
CCOC(=O)c1c(C)nc2c(c1-c1cc(OC)c(OC)c(OC)c1)C(=O)c1ccccc1-2	-42	i	-1	1	26	2	-2	2	28	-1
CCc1nn2c(=O)cc(COc3ccc(/C=C4\C(=N)N5N=C(C)SC5=NC4=O)cc3)nc2s1	-22	i	3	1	6	-2	20	-1	3	-6
O=C(Cc1ccc2c(c1)CCCC2)Nc1ccc2ccccc2c1	-47	i	0	-1	6	0	57*	13	-161	1
C=CCn1c[n+](CC(=O)c2ccc(Br)s2)c2ccccc21	-3	i	-3	-3	10	6	4	3	0	-1
CS(=O)(=O)Nc1cccc(C2=NN(S(=O)(=O)c3ccccc3)C(c3cccs3)C2)c1 (stereo unspecified)	-10	i	0	0	24	0	-2	5	18	-3
O=C(NCCC1=CCCCC1)C1CCN(C(=O)c2ccc(Cl)cc2)CC1	-33	i	-8	2	2	-2	38	6	-14	-4
CN1C(C(=O)NCC2CC2)CC2Cn3c(nc4cc(Cl)c(Cl)cc43)C21 (stereo unspecified)	nt	i	nt	-1	5	nt	11	-2	-13	-1
CC1CN(S(=O)(=O)c2cccc(C(=O)NN3CCN(C)CC3)c2)CC(C)O1 (stereo unspecified)	0	i	9	-2	14	4	-7	-7	5	-3
Cc1cccc(NC(=O)CSc2nnc([C@H](C)NC(=O)OC(C)(C)C)o2)c1C	0	i	2	2	10	3	-4	0	6	-2
CCOC(=O)Cn1c(=N)n(Cc2ccccc2F)c2ccccc21	-34	nt	0	nt	nt	5	nt	nt	nt	-1
CN(CCCC1CCCC1)C(=O)c1cc(COc2c(F)cccc2F)on1	-39	i	-6	5	14	-1	13	3	9	-1
CCc1cc2c(SCC(=O)c3cccs3)ncnc2s1	-29	i	-1	-3	20	0	31	20	-54	1
Cn1c(-c2ccccc2)c(C(=O)CCl)c2ccccc21	-23	i	3	-1	-8	2	1	-1	28	nt
COC(=O)c1cc(-c2cccc(OC)c2)n[nH]1	-37	i	5	-2	11	3	0	9	-33	0
COc1ccc(S(=O)(=O)N2CCC(C(=O)NCCN3CCOCC3)CC2)cc1OC	-20	i	-1	4	2	-3	-17	-4	-12	0
Cc1ccc(N2C(=O)C3C4C=CC(C4)C3C2=O)cc1C (stereo unspecified)	-27	i	-6	1	8	-3	1	0	-15	-3
O=C(Nc1nnc(-c2cccs2)s1)c1cccc(F)c1	-9	nt	-2	3	20	-5	nt	nt	nt	-3
COC(=O)c1ccc(N2CCN(C(=O)C3CC3)CC2)c([N+](=O)[O-])c1	-23	i	-1	1	32	-1	-6	-4	1	-2
NS(=O)(=O)c1ccc(NC(=O)CSc2ccccn2)cc1	9	i	4	-1	16	0	-9	-6	-5	-3
COc1ccc(C)cc1NC(=O)C/C(C)=N/NC(=O)Cc1cccc2ccccc12	0	i	0	-1	7	1	109*	68	1	-1
CN(C)CCCNC(=O)/C=C/c1ccc(OCc2c(F)cccc2Cl)cc1	-25	i	-4	-3	8	0	-16	-17	-18	3
CCCn1nc2cc(C(=O)NCc3ccc4c(c3)OCO4)ccc2c1OCC	2	i	3	-1	19	-2	1	-1	-10	1
COc1cccc(/C=N/NC(=O)CCc2c(C)n[nH]c2C)c1O	-13	nt	2	0	13	5	-5	4	8	-1
O=c1[nH]c(-c2ccccn2)cc2ccccc12	-67	i	-9	-2	2	-1	24	4	-118	6

(listing goes on)
SMILES	KLF5 inh	PolyA inhibitor	IEC-6 cytotox	GSK3beta inhib	AI-2 QS mod	HSP90 inh	HSF-1 act	HSF1 inh	aSyn UTR inh	GSK3 alpha inh
COc1ccc(NC(=O)C2CCCN(S(=O)(=O)c3c(C)n[nH]c3C)C2)cc1 (stereo unspecified)	4	i	-1	1	13	0	-7	-4	1	1
COc1ccc2c(c1)C(c1cccs1)=NNC(c1cccnc1)=N2	-5	i	-2	4	9	-1	-6	-7	28	0
O=C(CCc1ccccc1)NNC(=O)COc1ccccc1	-6	i	-6	3	-1	2	-7	-4	25	-7
O=Cc1nc(-c2ccccc2Cl)n2ccccc12	-17	i	-6	0	17	0	nt	nt	18	8
CCC(C)(C)NC(=O)C(c1ccc(F)cc1)N(Cc1ccco1)C(=O)c1cnccn1 (stereo unspecified)	-9	i	5	6	6	-2	-14	1	8	7
OCCNC(=S)Nc1ccc2nsnc2c1	-41	i	1	-1	0	7	15	6	-33	13
COc1ccccc1N1C(=O)CSC1=S	-32	i	-4	4	8	-3	2	-8	11	0
COCC(C)NC(=O)CSc1nc2nn(-c3ccccc3)c(=O)c-2c2n1CCCCC2 (stereo unspecified)	-22	i	-4	-5	15	2	-3	3	-36	1
O=c1[nH]cnc2sc(-c3ccccc3)cc12	-108	i	-5	-1	32	-3	-1	10	-86	-1
CCOc1ccc(Nc2nc(-c3cccnc3)cs2)cc1	-142	i	4	0	18	-6	-6	5	-223	-2

Exported with values under each structure: entries from further up
Each structure is followed by: KLF5 inh	PolyA inhibitor	IEC-6 cytotox	GSK3beta inhib	AI-2 QS mod	HSP90 inh	HSF-1 act	HSF1 inh	aSyn UTR inh	GSK3 alpha inh
COc1ccc(NC(=O)C2CCCN(S(=O)(=O)c3c(C)n[nH]c3C)C2)cc1 (stereo unspecified)
→ 4	i	-1	1	13	0	-7	-4	1	1
COc1ccc2c(c1)C(c1cccs1)=NNC(c1cccnc1)=N2
→ -5	i	-2	4	9	-1	-6	-7	28	0
O=C(CCc1ccccc1)NNC(=O)COc1ccccc1
→ -6	i	-6	3	-1	2	-7	-4	25	-7
O=Cc1nc(-c2ccccc2Cl)n2ccccc12
→ -17	i	-6	0	17	0	nt	nt	18	8
CCC(C)(C)NC(=O)C(c1ccc(F)cc1)N(Cc1ccco1)C(=O)c1cnccn1 (stereo unspecified)
→ -9	i	5	6	6	-2	-14	1	8	7
OCCNC(=S)Nc1ccc2nsnc2c1
→ -41	i	1	-1	0	7	15	6	-33	13
COc1ccccc1N1C(=O)CSC1=S
→ -32	i	-4	4	8	-3	2	-8	11	0
COCC(C)NC(=O)CSc1nc2nn(-c3ccccc3)c(=O)c-2c2n1CCCCC2 (stereo unspecified)
→ -22	i	-4	-5	15	2	-3	3	-36	1
O=c1[nH]cnc2sc(-c3ccccc3)cc12
→ -108	i	-5	-1	32	-3	-1	10	-86	-1
CCOc1ccc(Nc2nc(-c3cccnc3)cs2)cc1
→ -142	i	4	0	18	-6	-6	5	-223	-2
